TPT1 inh = blocks Candida albicans tRNA 2'-phosphotransferase. recombinant caTPT1, FP RNA substrate dephosphorylation. inhibition, % at 5 µM. hit rate 0.81% among 300,000. AID 1962;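 active = inhibition above the mean of all tested compounds plus 3 SD, set per screening campaign, cut at about 24% in these data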;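 also: plate controls were DMSO alone for no effect and ferristatin control at 100 nM for full effect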
JMJD2C inh = inhibitors of human GASC-1 (JMJD2C) demethylase; Q9H3R0; GST-JMJD2C(1-420) H3K9me3 demethylation, DELFIA europium; inhibition, % at 2.35 µM; hit rate 0.069% among 330,000;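 active = more than half of a compound's replicate wells show inhibition beyond 50%, single wells judged on their own value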;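 also: signal counts dimethyl H3K9 product captured on neutravidin plate; 0% = median of DMSO wells and 100% = 0.3 times that DMSO median; strong numbers were not always called active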
PP5 inh = blocks human protein phosphatase 5 activity; AID 1987; inhibition, % at 6.7 µM; P53041; purified PP5c, OMFP substrate fluorescence; hit rate 0.18% among 320,000;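 active = inhibition above the campaign's mean inhibition across all tested compounds plus 3 SD, cut at about 9.5% in these data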;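 also: 0% = DMSO only and 100% = 100 µM cantharidin control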
Target sequence (P53041 whole entry, looked up): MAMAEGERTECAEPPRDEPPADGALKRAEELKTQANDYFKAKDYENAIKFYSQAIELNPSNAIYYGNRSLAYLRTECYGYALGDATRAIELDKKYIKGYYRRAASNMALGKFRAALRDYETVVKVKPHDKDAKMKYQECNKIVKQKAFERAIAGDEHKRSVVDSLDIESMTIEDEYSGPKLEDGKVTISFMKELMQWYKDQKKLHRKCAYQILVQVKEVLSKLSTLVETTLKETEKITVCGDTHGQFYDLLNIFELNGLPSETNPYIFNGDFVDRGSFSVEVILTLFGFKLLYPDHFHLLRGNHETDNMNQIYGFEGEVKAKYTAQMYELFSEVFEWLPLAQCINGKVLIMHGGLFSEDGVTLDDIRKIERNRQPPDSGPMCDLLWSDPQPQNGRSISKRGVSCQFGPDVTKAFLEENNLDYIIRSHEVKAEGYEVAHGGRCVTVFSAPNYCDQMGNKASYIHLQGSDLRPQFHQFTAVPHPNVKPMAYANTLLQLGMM
EBNA-1 inh = blocks EBNA-1 binding to DNA; EBNA-1 DNA binding, fluorescence polarization; inhibition, % at 14.8 µM; hit rate 0.34% among 300,000; AID 1950; in the data active = inhibition above about 28%
HCV core dimer = HCV core protein dimerization inhibition | TR-FRET GST/Flag-core106 dimerization, 1536-well | inhibition, % at 5 µM | hit rate 0.33% among 300,000;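 active = inhibition above the mean of all tested compounds plus 3 SD, set per screening campaign, cut at about 45% in these data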
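Assay system: tagged HCV core106 pair (GST and Flag); medium: KF-containing HEPES buffer, pH 7.45, DTT, CHAPS, BSA; also added: Eu donor and XL665 acceptor anti-tag antibodies; dosing: 5 µM single dose; timing: compound-protein-antibody incubation 4 h at 22.5 °C; signal: TR-FRET 671 and 617 nm emission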
PP1 inh = PP1-alpha (human) inhibition in PP5 counter-screen; purified PP1alpha, OMFP fluorescence; hit rate 0.9% among 320,000; inhibition, % at 6.7 µM; P62136;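 active = inhibition above the mean inhibition of all tested compounds plus 3 SD, computed separately for each screening campaign, cut at about 15% in these data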
Target sequence (P62136 whole entry, looked up): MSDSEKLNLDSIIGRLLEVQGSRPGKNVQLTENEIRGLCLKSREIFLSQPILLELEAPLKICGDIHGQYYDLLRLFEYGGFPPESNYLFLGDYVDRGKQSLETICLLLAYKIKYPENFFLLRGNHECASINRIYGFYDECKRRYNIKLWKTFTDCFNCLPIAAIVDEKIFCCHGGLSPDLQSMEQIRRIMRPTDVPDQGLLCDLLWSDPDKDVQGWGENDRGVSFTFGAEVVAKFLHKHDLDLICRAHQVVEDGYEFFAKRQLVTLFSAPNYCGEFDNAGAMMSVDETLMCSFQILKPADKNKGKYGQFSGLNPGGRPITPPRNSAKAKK
CTSL1 counter = counter-screen for PFM18AAP inhibitors: inhibitors of F. hepatica cathepsin L1; hit rate 0.49% among 300,000; recombinant F. hepatica cathepsin L1, Z-Leu-Arg-MCA fluorescence; inhibition, % at 5.96 µM;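 active = inhibition above the mean of all tested compounds plus 3 SD, set per screening campaign, cut at about 17% in these data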;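 also: 0% = plate median of test compound wells and 100% = 1 µM Z-Phe-Ala-diazomethylketone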
ZTA counter = ZTA (EBV) inhibition in EBNA-1 counter-screen; ZTA-DNA binding, fluorescence polarization; inhibition, % at 11 µM; hit rate 0.15% among 320,000; P03206; in the data active = inhibition above about 33%
CR mimetic SO = yeast age-related superoxide inhibition as caloric restriction mimetic. S. cerevisiae aged cells, superoxide DHE fluorescence; hits give low values. superoxide response (% of plate mean), % at 10 µM. hit rate 0.18% among 330,000;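 active = superoxide response under a set limit, about three screen SD below normal, cut at about 65% in these data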;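 also: yeast aged for seven days with compound at 30 °C before DHE staining; 100% = average MFI of all compound-treated wells on the plate with controls excluded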
An asterisk follows results filed as active; i = inactive; . = not tested or not shown; & = joins results of further samples.

SMILES	TPT1 inh	JMJD2C inh	PP5 inh	EBNA-1 inh	HCV core dimer	PP1 inh	CTSL1 counter	ZTA counter	CR mimetic SO
Cc1c(O)ccc(C(=O)CN2CCN(Cc3ccc4c(c3)OCO4)CC2)c1O	0	-1	3.0	0	-3	-5	-2	3	100
CCOC(=O)c1ccc(CC2S/C(=C(\C#N)C(C)=O)NC2=O)cc1 (configuration not stated)	3	11	0.6	16	-2	1	6	-3	94
O=C(COc1cccc(-n2cnnn2)c1)Nc1ccccc1	-2	-3	1.9	1	-3	5	1	2	106
O=c1/c(=C/c2ccco2)sc2n1CN(c1cccc(Br)c1)CN=2	1	-33	0.0	7	11	-3	7	11	97
CNC(=S)N1N=C(c2cccs2)CC1c1ccc(F)cc1 (configuration not stated)	2	-5	4.2	-6	8	-6	-1	8	65*
Cc1ccc2nc(SC(C)C(=O)NC3CCCc4ccccc43)[nH]c2c1 (configuration not stated)	1	0	2.8	1	-2	5	-1	6	98
O=C(COc1ccc(-c2ccccc2)cc1)NNC(=O)NC1CCCCC1	0	-30	1.9	-2	1	3	2	3	107
Cc1cc(C)c(C)c(OCCCN(C)C)c1	-4	-1	2.5	-9	-1	-1	-6	-22	98
Cc1cc(N2CCOCC2)nc2ccc(NC(=O)CCC(=O)N3CCN(c4ccccc4F)CC3)cc12	3	1	1.1	0	-8	0	-2	-6	114
CN(C)C(CNC(=O)c1ccc(Br)cc1)c1ccco1 (configuration not stated)	-2	4	0.2	-1	8	-7	-7	2	94
O=c1c2[nH]c3ccc(F)cc3c2nc2n1CCCS2	-3	8	3.0	2	1	-1	-2	-5	112
O=C(NC(=S)NNC(=O)c1cc2ccccc2cc1O)c1ccco1	1	-23	-1.1	7	-6	6	4	6	104
O=C(CC1SC(N2CCOCC2)=NC1=O)Nc1ccccc1Cl (configuration not stated)	.	1	3.6	.	.	4	.	-17	102
CC(=O)c1c(C)[nH]c(C(=O)CN2C(=O)NC(C)(c3ccc4c(c3)OCO4)C2=O)c1C (configuration not stated)	-2	15	4.2	-4	9	1	-3	-20	100
CCN(CC)CCN(C(=O)c1ccc(N2C(=O)CCC2=O)cc1)c1nc2cc3c(cc2s1)OCO3	-2	-11	0.6	5	6	-2	0	0	101
O=C(c1cc(-c2ccc(F)cc2)on1)N1CCCc2ccccc21	-3	2	1.9	8	0	16*	-1	9	84
O=C(CCCc1nc(-c2ccccc2Cl)no1)NCc1cccnc1	-2	3	0.7	6	3	-3	0	2	105
O=C(Nc1ccc2oc(-c3cccnc3)nc2c1)c1cccnc1	2	5	-0.2	1	-2	-1	1	-11	94
Cc1csc(NC(=O)C2CC(=O)N(c3ccc(C)c(C)c3)C2)n1 (configuration not stated)	2	5	-0.4	6	8	-3	4	5	103
CC(c1nc2ccccc2c(=O)[nH]1)N1CCOCC1 (configuration not stated)	-2	-1	1.6	-12	-5	-4	-1	2	100
Cc1cccc(N2CC(C)Cn3c2nc2c3c(=O)n(CC(=O)OCc3ccccc3)c(=O)n2C)c1 (configuration not stated)	3	-4	3.4	-4	23	6	-1	1	100
O=C(CS(=O)(=O)c1ccccc1Cl)N1CCOCC1	-5	-2	0.5	-2	-22	0	5	-12	92
COC(=O)c1sccc1NC(=O)COc1ccc(Cl)cc1	0	3	2.0	2	1	4	3	-3	111
O=C(NC1CC1)c1ccc2c(c1)S(=O)(=O)c1cc(Cl)ccc1C2=O	.	-2	1.1	.	.	-3	.	4	88
COc1ccc(CNC(=O)CN2C(=O)COc3ccc(S(=O)(=O)N4CCCCC4)cc32)cc1	3	-3	-2.3	-2	0	-1	-7	3	119
COCC(C)N1CCC(n2nccc2NC(=O)c2ccccc2Cl)CC1 (configuration not stated)	-1	-15	1.6	-10	1	-5	1	3	94
CCO[C@@H]1OC(C(=O)NC2CC2)=C[C@H](c2ccc(C(F)(F)F)cc2)[C@H]1CCCO	-1	12	0.6	7	-5	-1	4	6	.
Nc1nnc(-c2ccccc2Cl)s1	-3	1	0.2	8	-1	0	-2	-8	101
O=C(NC(=S)N1CCCc2ccccc21)c1ccc([N+](=O)[O-])cc1	-2	62	-0.3	13	9	-4	-1	2	104
CCOc1cc2c(C#N)c(N3CCOCC3)nc(N)c2c(N)n1	-6	1&1	0.0	16	1	-1	0	15	100
CC(=O)Nc1ccc(NC(=O)Cn2cnc(S(=O)(=O)N3CCOCC3)c2)cc1	-4	-7	-2.1	5	-13	0	-2	-9	76
Cc1ccc(/C=C/C(=O)c2ccccc(=O)c2O)c(C)c1	4	-14	-5.2	7	24	11	0	4	99
CS(=O)(=O)N(CC(=O)N1CCC(C(N)=O)CC1)c1ccc(Cl)c(C(F)(F)F)c1	0	16	3.3	-7	3	1	-2	3	103
Cc1cc(C)nc(NC(=O)c2c(-c3ccccc3Cl)noc2C)n1	1	0	0.3	-7	-3	-2	2	-10	115
COc1ccc(S(=O)(=O)CCC(=O)N2CCN(c3ccc([N+](=O)[O-])cc3)CC2)cc1	1	6	-1.4	6	-2	1	-1	14	100
CC(=O)c1ccc(N2CCN(C(=O)c3cc4c(-c5ccccc5F)nn(C)c4s3)CC2)cc1	2	-1	2.3	-3	10	4	2	-1	86
CN1CCCC(OC(=O)c2cc(F)c(F)c(F)c2F)C1 (configuration not stated)	1	-20	-0.9	0	1	-2	-2	14	105
COc1ccccc1C(=O)NCC(=O)N1CCN(c2ncccn2)CC1	.	1	1.7	.	.	-2	.	-6	92
Cc1ccccc1-c1cc(-c2ccccc2O)n[nH]1	1	-7	6.5	4	-1	2	3	1	97
Cc1cc(NC(=O)c2ccccc2C)no1	2	-10	-1.0	-1	0	2	3	9	93
O=C(/C=C/c1ccc2c(c1)OCO2)NCc1ccc(F)cc1	-3	-1	3.8	-10	-5	1	1	-12	100
O=C(NNC1=C(C(=O)C(F)(F)F)CCC1)c1ccncc1	-1	-7	2.7	-7	-3	-2	0	2	99
CSc1nn2cc(CCN3CCOCC3)c(-c3ccc(F)cc3)nc2c1C#N	-2	-6	-0.6	2	-2	-5	-1	2	95
O=C(C1=NN[C@@H]2C(=O)N(c3ccccc3C(F)(F)F)C(=O)[C@H]12)C(c1ccccc1)c1ccccc1	-1	-12	3.6	0	4	2	3	0	102
NS(=O)(=O)c1ccc(NC(=O)c2cccc(N3C(=O)c4ccccc4C3=O)c2)cc1	-2	13	-0.9	-2	16	7	1	61*	104
CSc1nc(N)c2c(n1)OC(N)=C(C#N)C2c1cccnc1 (configuration not stated)	-3	3	1.5	-3	-3	-1	1	-7	117
Cc1cc(NC(=O)CSc2nc(=O)cc(N)n2-c2ccc(C)c(C)c2)no1	-2	-5	3.7	2	0	0	1	6	100
COc1ccc(CNC(=O)COC(=O)CCOc2ccc(C)cc2)cc1	1	7	-0.2	6	4	-2	-43	-2	98
CCOC(=O)N1CCC(NC(=O)c2cc(C(=O)NC3CCN(Cc4ccccc4)CC3)ccc2CO)CC1	0	-6	3.0	11	10	-4	-2	-13	107
CCOc1ccc(C(=O)N(c2ccccn2)C2CCCCC2)cc1	-1	-3	1.9	2	-1	2	2	-8	93
COc1cc(NC(=S)N2CCOCC2)c(OC)cc1Cl	1	-5	2.3	1	-2	-4	8	-10	95
O=C(NC(Cc1ccc(F)cc1)C(=O)O)c1ccccc1 (configuration not stated)	-2	-1	0.6	5	6	-5	1	3	105
COc1ccc(C(=O)C[n+]2ccc3c(c2)nc(-c2ccccc2)n3C)cc1	-2	13	-3.6	11	2	-3	6	12	91
Cn1ncc(Br)c1NC(=O)Nc1ccc(Cl)cc1	-3	-3	0.8	-7	4	-1	0	-12	99
O=C(c1ccc(Br)s1)N1CCN(c2ncccn2)CC1	-3	-12	-1.7	1	3	-2	2	13	94
Cn1c(CSc2nc3ccc(Br)cc3[nH]2)nc2ccccc21	0	1	4.1	-2	3	2	1	7	95
COc1ccc(N2CCN(C(=O)c3cccc4nc(C)oc34)CC2)cc1	-2	-6	0.8	5	2	-5	-2	4	100
CC(=O)Nc1ccc(S(=O)(=O)N(C)CC(=O)OC(C)C(=O)NC2CCCC2)cc1 (configuration not stated)	-2	5	-1.0	-3	1	-3	-6	-5	101
COc1cc2c(cc1OC)C(C)=NCC2	1	i	0.5	-7	-1	0	-1	5	103
COc1cccc(-c2nnc(NC(=O)c3ccc(Cl)s3)o2)c1	2	1	-0.7	-3	18	22*	2	2	130
CC(C)(C)C(=O)Nc1ccc(N2CCN(S(C)(=O)=O)CC2)cc1	12	13	-1.1	7	-4	3	3	1	95
COc1ccc(S(=O)(=O)N2CCN(CCOc3ccc(Br)cc3)CC2)cc1OC	.	4	4.8	.	.	1	.	-4	78
